Source: PubChem
IDE act: IDE (human) activation, cell-based; HEK cells, FAbeta-B cleavage, fluorescence polarization; 0% vehicle, 100% cell-free pure enzyme wells; P14735; activation, % at 5.96 µM; hit rate 0.073% among 340,000;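 active = activation above the mean of all tested compounds plus 3 SD, set per screening campaign, cut at about 17% in these data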
p-CIP stab down: compounds decreasing mouse p/CIP protein stability; F442A p/CIP-EGFP cells, EGFP fluorescence, 16 h; decrease of EGFP signal, % at 10 µM; hit rate 0.01% among 290,000; AID 1984;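 active = EGFP signal decrease of at least 30% at 10 µM or well 3 SD below plate mean, unless failing retest; inactive = the rest, including hits failing retest or dose response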; also: some compounds called inactive have numbers as strong as hits; many of its hits are not listed in these tables
PHOSPHO1 block: inhibitors of human PHOSPHO1 phosphatase; Q8TCT1; AID 1565; hit rate 1.1% among 290,000; inhibition, % at 13.3 µM; recombinant PHOSPHO1, absorbance phosphatase assay; in the data active = inhibition above about 60%
Target sequence (Q8TCT1 whole entry, looked up): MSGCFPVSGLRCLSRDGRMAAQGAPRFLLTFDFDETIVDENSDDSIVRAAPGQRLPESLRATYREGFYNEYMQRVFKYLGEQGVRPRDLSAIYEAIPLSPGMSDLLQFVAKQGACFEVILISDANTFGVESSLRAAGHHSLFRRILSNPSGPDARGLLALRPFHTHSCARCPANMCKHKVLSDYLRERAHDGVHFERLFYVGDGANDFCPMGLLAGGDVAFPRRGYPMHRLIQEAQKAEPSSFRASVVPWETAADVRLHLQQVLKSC
UBC9 SUMO inh: inhibitors of human SUMOylation (UBC9); inhibition, % at 35 µM; hit rate 0.36% among 290,000; HTRF SUMOylation assay, SAE1/SAE2 + UBC9, in vitro; in the data active = inhibition above about 50%, passing the limit was not always enough; also: strong numbers were not always called active
Target sequence (P63279 whole entry, looked up): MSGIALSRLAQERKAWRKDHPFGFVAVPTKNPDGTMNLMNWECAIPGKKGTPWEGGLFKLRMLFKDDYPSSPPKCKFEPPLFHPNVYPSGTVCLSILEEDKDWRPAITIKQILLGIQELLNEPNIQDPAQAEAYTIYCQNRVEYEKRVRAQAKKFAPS
MEKK3 PB1 HTS: raises or lowers MEK5 binding to the human MEKK3 PB1 domain | Q99759 | bead-based flow cytometry, Alexa488-MEK5 binding to MEKK3; actives lie on both sides; 0 = blocked by unlabeled MEK5, 100 = vehicle | binding response (% of control), % at 10 µM | hit rate 1.4% among 290,000 | AID 1529;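 active = binding response more than 3 SD above or below the average of its plate-row segment, actives on both sides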;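 also: Alexa488 bead fluorescence after subtracting the streptavidin-only scavenger bead signal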
Target sequence (Q99759 whole entry, looked up, the tested form may be a part): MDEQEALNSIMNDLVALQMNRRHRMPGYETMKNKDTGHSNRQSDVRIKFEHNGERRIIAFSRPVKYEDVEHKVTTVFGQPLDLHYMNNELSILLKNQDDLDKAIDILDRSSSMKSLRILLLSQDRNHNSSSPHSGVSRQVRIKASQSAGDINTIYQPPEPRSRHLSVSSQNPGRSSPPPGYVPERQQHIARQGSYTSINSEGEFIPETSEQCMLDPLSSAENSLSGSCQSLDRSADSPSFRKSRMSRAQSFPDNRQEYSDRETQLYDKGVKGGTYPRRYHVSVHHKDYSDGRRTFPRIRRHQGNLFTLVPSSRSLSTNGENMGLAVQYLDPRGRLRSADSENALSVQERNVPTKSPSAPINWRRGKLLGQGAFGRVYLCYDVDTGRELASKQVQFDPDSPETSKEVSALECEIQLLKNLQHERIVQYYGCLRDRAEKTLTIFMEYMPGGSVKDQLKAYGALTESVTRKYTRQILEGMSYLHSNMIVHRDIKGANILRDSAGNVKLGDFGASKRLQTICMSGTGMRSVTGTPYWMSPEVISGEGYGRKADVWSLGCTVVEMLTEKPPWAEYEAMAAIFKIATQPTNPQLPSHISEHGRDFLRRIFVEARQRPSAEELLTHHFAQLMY
* = called active by the depositor; . = no result given; & = joins results of further samples. These rows are one share of the data; the hit share may differ from the screen's.

nr	compound	IDE act	p-CIP stab down	PHOSPHO1 block	UBC9 SUMO inh	MEKK3 PB1 HTS
1	CN1CC[C@@H](c2ccc(F)cc2)[C@H](COc2ccc3c(c2)OCO3)C1	.	.	.	.	100
2	CN(C)[C@@H]1C(=O)C(C(N)=O)=C(O)[C@@]2(O)C(=O)C3=C(O)c4c(O)cccc4[C@@](C)(O)[C@H]3C[C@@H]12	.	.	.	.	91
3	CCN1C[C@@]2(COC)C3[C@@H](OC)[C@H]4[C@@H]1[C@@]3(C1C[C@H]3[C@H](OC(C)=O)C1[C@]4(OC(C)=O)C[C@H]3OC)[C@@H](OC)C[C@H]2OC(C)=O (stereo partly drawn)	.	.	.	.	102
4	c1ccc([C@@H]2CO2)cc1	.	.	.	.	108
5	O=[N+]([O-])c1ccc2nc(N3CCNCC3)ccc2c1	.	.	.	.	108
6	N[C@@H]1CCCC[C@H]1N.O=C(O)C(=O)O.[Pt]	.	.	.	.	104
7	CN1C(=O)N(C)C(=O)C2(Cc3c(nc4ccccn4c3=O)N3CCC(Cc4ccccc4)CC32)C1=O (stereo not drawn)	.	-19	-23	14	.
8	Cc1cc(OCC(=O)Nc2cc(C)nn2-c2ccccn2)c2c3c(c(=O)oc2c1)CCC3	.	-1	11	10	.
9	Cc1ccc2c(c1)C1CN(C)CCC1N2C(=O)Cn1cnc2c1c(=O)n(C)c(=O)n2C (stereo not drawn)	.	11	-10	10	.
10	S=P1(Oc2ccccc2)Nc2ccccc2N1	3	.	.	.	.
11	CC(C)CNC(=O)/C=C/C=C/CCCCCC/C=C/c1ccc2c(c1)OCO2	6	.	.	.	.
12	CCOc1cc(C=O)ccc1O	5	.	.	.	.
13	NC(Cc1ccccc1)c1nn[nH]n1 (stereo not drawn)	3	.	.	.	.
14	COC(=O)C1=C(c2ccc(OC(F)(F)F)cc2)C[C@@H]2CC[C@H]1N2C(=O)NC(C)C	5	.	.	.	.
15	COC(=O)C1=C(c2ccc(OC(F)(F)F)cc2)C[C@@H]2CC[C@H]1N2C(=O)NCCCOC(C)C	-6	.	.	.	.
16	CCC1([N+](=O)[O-])COP(N)(=O)OC1 (stereo not drawn)	4	.	.	.	.
17	CN1C2CCC1CC(OC(=O)c1cccc(O)c1)C2 (stereo not drawn)	0	.	.	.	.
18	COC(=O)C1=C(c2ccc(Cl)c(C(F)(F)F)c2)C[C@@H]2CC[C@H]1N2C(=O)N1CCC(C)CC1	5	.	.	.	.
19	NC1(C(=O)O)CCCc2ccc(N(CCCl)CCCl)cc21 (stereo not drawn)	4	.	.	.	.
20	Cc1ccc(NP(=O)(Oc2ccccc2)Oc2ccccc2)cc1	0	.	.	.	.
21	C[C@]12CC[C@H](O)CC1=C([N+](=O)[O-])CC1C2CC[C@@]2(C)C1CC[C@@H]2O (stereo partly drawn)	0	.	.	.	.
22	CCC(C)C1NC(=O)C2CCCN2C(=O)C(CC(C)C)OC(=O)CCNC(=O)C(C)N(C)C(=O)C(C(C)C)N(C)C1=O (stereo not drawn)	3	.	.	.	.
23	C[C@]12CCC3C(CC[C@H]4C[C@H](O)CC[C@]34C)C1CCC2=O (stereo partly drawn)	1	.	.	.	.
24	CC(=O)N1Cc2cnnn2-c2ccccc2C1(C)C#N (stereo not drawn)	3	.	.	.	.
25	O=C(Cc1ccccc1)OCC(=O)c1ccc(F)cc1	3	.	.	.	.

nr	compound	IDE act	p-CIP stab down	PHOSPHO1 block	UBC9 SUMO inh	MEKK3 PB1 HTS
26	c1ccc(C(c2ccccc2)c2cccnc2)cc1	1	.	.	.	.
27	COC(=O)C1=C(c2ccc(F)cc2OCc2ccccc2)C[C@@H]2CC[C@H]1N2C(=O)NCc1cccc(OC)c1	2	.	.	.	.
28	COC(=O)C1=C(c2ccc3ccccc3c2)C[C@@H]2CC[C@H]1N2C(=O)NCCCOC(C)C	1	.	.	.	.
29	CC12CCC(=O)C=C1CCC1C2CCC2(C)C(O)(C(=O)CO)CCC12O (stereo not drawn)	2	.	.	.	.
30	O=C(Cc1ccccc1F)N1CCN(CC(=O)N2CCCC2)CC1	-5	.	.	.	.
31	Oc1ccc2c3c1OC1c4[nH]c5ccccc5c4C[C@@]4(O)C(C2)N(CC2CC2)CC[C@]314 (stereo partly drawn)	1	.	.	.	.
32	Cc1ccc(C(C)C)c(OCC(=O)N2CCN(CC(=O)N3CCOCC3)CC2)c1	-1	.	.	.	.
33	COC(=O)C1=C(c2ccc(C(C)=O)cc2)C[C@@H]2CC[C@H]1N2C(=O)NC1Cc2ccccc2C1	-2	.	.	.	.
34	COC1C(C)OC(OC2CC(C)(O)Cc3cc4c(c(O)c32)C(=O)c2c(O)cc3c(c2C4=O)OC2OC3(C)C(O)C(N(C)C)C2O)C(OC)C1(C)OC (stereo not drawn)	0	.	.	.	.
35	C[C@]12CCC3C(CC[C@H]4C[C@@H](O)CC[C@]34C)[C@H]1CC[C@H]2O (stereo partly drawn)	2	.	.	.	.
36	C[C@]12CCC(=O)C=C1C=CC1C2CC[C@@]2(C)C1CC[C@@H]2O (stereo partly drawn)	2	.	.	.	.
37	CCOC(=O)C1(c2ccccc2)CCN(CCc2ccc(NC(=O)CCC(=O)O)cc2)CC1	7	.	.	.	.
38	COC(=O)C1=C(c2ccc(F)cc2OCc2ccccc2)C[C@@H]2CC[C@H]1N2C	3	.	.	.	.
39	Cc1ccc(OP2(=O)Nc3cc(C)c(C)cc3S2)cc1 (stereo not drawn)	-19	.	.	.	.
40	O=[N+]([O-])c1ccc(C(c2ccc([N+](=O)[O-])cc2)c2ccc([N+](=O)[O-])cc2)cc1	4	.	.	.	.
41	c1cncc(CNCCN2CCNCC2)c1	1	.	.	.	.
42	COC(=O)C1=C(c2ccc(OC)c(OC)c2)C[C@@H]2CC[C@H]1N2C(=O)NC(C)C	4	.	.	.	.
43	O=C1NC(=S)NC(=O)C1=Cc1c(Cl)cccc1Cl	2	.	.	.	.
44	NCCc1ccc(S(=O)(=O)F)cc1	5	.	.	.	.
45	Cc1ccccc1-[n+]1c(-c2ccccc2)cc(-c2ccccc2)cc1-c1ccccc1	-1	.	.	.	.
46	Clc1cc(Cl)c(-c2cc(Cl)c(Cl)cc2Cl)cc1Cl	10	.	.	.	.
47	C[C@]12CC[C@H](O)C[C@@H]1CC[C@@H]1[C@@H]2CC[C@]2(C)[C@@H](C(=O)O)C[C@@H]12	-2	.	.	.	.
48	Cc1nc2cc([N+](=O)[O-])ccc2c(=O)n1-c1cccc(Br)c1	5	.	.	.	.
49	COC(=O)C1=C(c2ccc(-c3ccccc3)c(F)c2)C[C@@H]2CC[C@H]1N2C(=O)NCC1CC1	7	.	.	.	.
50	COC(=O)C1=C(c2ccc(F)cc2OCc2ccccc2)C[C@@H]2CC[C@H]1N2C(=O)NC1CCCCC1	3	.	.	.	.

nr	compound	IDE act	p-CIP stab down	PHOSPHO1 block	UBC9 SUMO inh	MEKK3 PB1 HTS
51	C[C@]12CCC3C(CC[C@H]4C[C@@H](O)CC[C@]34C)C1[C@H]1CN=N[C@H]1[C@@H]2O (stereo partly drawn)	-4	.	.	.	.
52	COC(=O)C1=C(c2cccc(C#N)c2)C[C@@H]2CC[C@H]1N2C(=O)NCCOc1ccccc1	1	.	.	.	.
53	c1ccc(-c2ccncc2)cc1	-4	.	.	.	.
54	COC12CCC3(CC1C(C)(O)C(C)(C)C)[C@H]1Cc4ccc(OC5OC(C(=O)O)[C@@H](O)C(O)[C@H]5O)c5c4[C@@]3(CCN1CC1CC1)C2O5 (stereo partly drawn)	4	.	.	.	.
55	Oc1ccccc1Cl	3	.	.	.	.
56	C[C@]12CC[C@H](O)CC1C(=O)CC1C2CC[C@@]2(C)C1CC[C@@H]2O (stereo partly drawn)	0	.	.	.	.
57	C[C@@H]1CC2C3CC=C4C[C@@H](O)CC[C@]4(C)C3CC[C@]2(C)[C@H]1O (stereo partly drawn)	2	.	.	.	.
58	CCN1CCN(C(=O)COc2ccc3oc4c(c3c2)CCCC4)CC1	2	.	.	.	.
59	COc1cccc(-c2sc3ccccc3c2-c2ccc(OCCN3CCOCC3)cc2)c1	4	.	.	.	.
60	Cc1cc(N(CCCl)CCCl)ccc1/C=N/N=C(\N)c1cnccn1	1	.	.	.	.
61	CC1(C)C(=O)CC[C@@]2(C)C1=CCC1C2CC[C@]2(C)C(=O)CCC12 (stereo partly drawn)	-2	.	.	.	.
62	COC(=O)C1=C(c2ccc(F)cc2F)C[C@@H]2CC[C@H]1N2C(=O)NC1Cc2ccccc2C1	0	.	.	.	.
63	Clc1ccc(C(c2ccc(Cl)cc2)n2cc[n+](CC(OCc3ccc(Cl)cc3Cl)c3ccc(Cl)cc3Cl)c2)cc1 (stereo not drawn)	19*	.	.	.	.
64	CC1([N+](=O)[O-])COP(=O)(NC2CCCC2)OC1 (stereo not drawn)	-2	.	.	.	.
65	C=CCN1CC[C@]23c4c5ccc(O)c4OC2C(O)C=CC3[C@H]1C5 (stereo partly drawn)	1	.	.	.	.
66	c1ccc2nc(N3CCNCC3)ccc2c1	1&8	.	.	.	.
67	C[C@H]1CC2C3CC=C4C[C@@H](O)CC[C@]4(C)C3CC[C@]2(C)[C@H]1O (stereo partly drawn)	2	.	.	.	.
68	CC12CCC(=O)CC1CCC1C2C(=O)CC2(C)C1CCC2(C)O (stereo not drawn)	4	.	.	.	.
69	O=[N+]([O-])c1ccccc1CCl	3	.	.	.	.
70	COC(=O)C1=C(c2cccc(C#N)c2)C[C@@H]2CC[C@H]1N2C(=O)NCCOc1ccc(OC)cc1	1	.	.	.	.
71	COC(=O)C1=C(c2ccc(Cl)c(C(F)(F)F)c2)C[C@@H]2CC[C@H]1N2C(=O)NC(C)C	1	.	.	.	.
72	CC(=O)/C=C/c1ccccc1	0	.	.	.	.
73	Cc1cccc(C#N)c1	3	.	.	.	.
74	COC(=O)C1=C(c2ccc(F)cc2OCc2ccccc2)C[C@@H]2CC[C@H]1N2C(=O)NCc1ccc(Br)cc1	3	.	.	.	.
75	CCC1CCC(C)N(N=O)C1 (stereo not drawn)	1	.	.	.	.

Part of the list above in order of SMILES length, low to high.
nr	compound	IDE act	p-CIP stab down	PHOSPHO1 block	UBC9 SUMO inh	MEKK3 PB1 HTS
55	Oc1ccccc1Cl	3	.	.	.	.
73	Cc1cccc(C#N)c1	3	.	.	.	.
72	CC(=O)/C=C/c1ccccc1	0	.	.	.	.
69	O=[N+]([O-])c1ccccc1CCl	3	.	.	.	.
68	CC12CCC(=O)CC1CCC1C2C(=O)CC2(C)C1CCC2(C)O (stereo not drawn)	4	.	.	.	.
60	Cc1cc(N(CCCl)CCCl)ccc1/C=N/N=C(\N)c1cnccn1	1	.	.	.	.
65	C=CCN1CC[C@]23c4c5ccc(O)c4OC2C(O)C=CC3[C@H]1C5 (stereo partly drawn)	1	.	.	.	.
61	CC1(C)C(=O)CC[C@@]2(C)C1=CCC1C2CC[C@]2(C)C(=O)CCC12 (stereo partly drawn)	-2	.	.	.	.
67	C[C@H]1CC2C3CC=C4C[C@@H](O)CC[C@]4(C)C3CC[C@]2(C)[C@H]1O (stereo partly drawn)	2	.	.	.	.
52	COC(=O)C1=C(c2cccc(C#N)c2)C[C@@H]2CC[C@H]1N2C(=O)NCCOc1ccccc1	1	.	.	.	.
62	COC(=O)C1=C(c2ccc(F)cc2F)C[C@@H]2CC[C@H]1N2C(=O)NC1Cc2ccccc2C1	0	.	.	.	.
71	COC(=O)C1=C(c2ccc(Cl)c(C(F)(F)F)c2)C[C@@H]2CC[C@H]1N2C(=O)NC(C)C	1	.	.	.	.
70	COC(=O)C1=C(c2cccc(C#N)c2)C[C@@H]2CC[C@H]1N2C(=O)NCCOc1ccc(OC)cc1	1	.	.	.	.
51	C[C@]12CCC3C(CC[C@H]4C[C@@H](O)CC[C@]34C)C1[C@H]1CN=N[C@H]1[C@@H]2O (stereo partly drawn)	-4	.	.	.	.

The results go on.
nr	compound	IDE act	p-CIP stab down	PHOSPHO1 block	UBC9 SUMO inh	MEKK3 PB1 HTS
76	COc1cc2c(c(OC)c1OC)-c1ccc(O)c(=O)cc1[C@@H](N)CC2	3	.	.	.	.
77	COC(=O)c1c2[n+](cc3cc(OC)c(OC)cc13)CCc1cc(OC)c(OC)cc1-2	-1	.	.	.	.
78	Cc1ccc2c(C)cccc2c1	-1	.	.	.	.
79	O=C(CCN1CC1)OCCOC(=O)CCN1CC1	2	.	.	.	.
80	COC(=O)C1=C(c2ccc(-c3ccccc3)c(F)c2)C[C@@H]2CC[C@H]1N2C(=O)N1CCCC1	9	.	.	.	.
81	C=CC[N+]1(C)CC[C@]23c4c5ccc(O)c4O[C@H]2C(=O)CC[C@@]3(O)[C@H]1C5 (stereo partly drawn)	8	.	.	.	.
82	O=C(O)COc1ccccc1	4	.	.	.	.
83	COC(=O)C1=C(c2ccc(F)cc2OCc2ccccc2)C[C@@H]2CC[C@H]1N2C(=O)NC1Cc2ccccc2C1	7	.	.	.	.
